# High-throughput results (PubChem BioAssay)
# RNase H inhibition: RNase H inhibition, HIV 1 Gag Pol polyprotein, FRET biochemical assay, screening (AID 372); HIV-1 RT RNase H, FRET RNA/DNA substrate fluorescence; higher % means a stronger effect; inhibition, % at 10 µM; hits with a dose series show IC50 in µM; actives 0.77% (n = 100,000); in the data active = inhibition above about 50%
# * marks the source's active call; other numbers are inactive results. Some of the compounds tested; rates above refer to the full screens.
SMILES | RNase H inhibition
CCOC(=O)C1=C(C)N=c2s/c(=C\c3cc4c(cc3Br)OCO4)c(=O)n2C1c1ccc2c(c1)OCO2 (centres undefined) | 6%
COc1ccc(NC(=O)c2cc3n(n2)C(C(F)(F)F)CC(c2ccco2)N3)c(OC)c1 (centres undefined) | 18%
CCN(CC)c1ccc(C2Nc3ccc(C(=O)c4ccccc4)cc3NC3=C2C(=O)CCC3)cc1 (centres undefined) | 19%
CN(C)c1ccc(/C=C2\C(=O)NC(=S)N(c3ccc(Br)cc3)C2=O)cc1 | 21%
CCOC(=O)c1c(NC(=O)c2ccccc2F)sc2c1CCCCCC2 | 4%
Cc1cccc(C)c1NC(=O)CSc1nc2ccc(N3C(=O)c4ccc([N+](=O)[O-])cc4C3=O)cc2s1 | 32%
O=c1c(C=Nc2ccc(Cl)cc2Cl)c(O)n(C2CCCCC2)c(=O)n1C1CCCCC1 | 12%
CCc1ccccc1NC(=O)/C=C/c1ccccc1Cl | 1%
c1ccc(COc2cccc(C3N(c4ccccc4)CCN3c3ccccc3)c2)cc1 | 19%
COc1ccccc1CNC(=O)c1ccc(Cl)cc1 | 34%
Cc1ccc(S(=O)(=O)N(CC(=O)Nc2ccc(Cl)cc2C)c2ccccc2)cc1 | 7%
Cc1ccc(NC(=S)Nc2c(C)n(C)n(-c3ccccc3)c2=O)cc1 | 0%
COC(=O)c1ccc(-n2c(C)ccc2C)cc1 | 11%
O=C(NCc1ccco1)C1CC2CCC1C2 (centres undefined) | 0%
COc1ccc(N(CC(=O)NCCSc2ccc(C)cc2)S(C)(=O)=O)cc1OC | 11%
O=C(CN(c1ccc(F)cc1)S(=O)(=O)c1ccccc1)Nc1ccc(Cl)cc1 | 8%
CC1=C(C#N)c2nc(N)c(C#N)c(C)c2/C1=C\c1ccc(-c2cccc(Cl)c2)o1 | 13%
COc1cc(C)c(/C=C2\C(=O)NC(=O)N(c3ccc(F)cc3)C2=O)cc1C(C)C | 31%
COc1ccc(NC(=O)/C(=C\c2ccco2)NC(=O)c2ccco2)cc1 | 3%
C=CCn1c(=O)c(C(=O)Nc2ccc([N+](=O)[O-])cc2)c(O)c2ccccc21 | 1%
C/C(=N\NC(=O)c1ccc(Cl)c(Cl)c1)c1ccc(Cl)cc1 | 13%
C=CCNc1ncnc2ccc(Br)cc12 | 26%
COc1ccc(Nc2cc(C)nc(-c3ccccc3)n2)cc1 | 4%
COc1ccc(-c2nocc2C#N)cc1OC | 3%
Cn1nnnc1SCC(=O)NCC(=O)c1ccccc1 | 5%
N/C(=N\OC(=O)c1ccc(F)cc1)c1ccncc1 | 0%
Cc1ccc(S(=O)(=O)NCCOc2ccccc2)cc1[N+](=O)[O-] | 0%
CCOC(=O)c1c(NC(=O)c2cccc(F)c2)sc(C(=O)Nc2ccc(C)cc2C)c1C | 3%
COc1cc([N+](=O)[O-])ccc1NC(=O)COc1ccccc1Cl | 28%
COc1cc([N+](=O)[O-])ccc1NC(=O)COc1cccc(Cl)c1 | 12%

# Arranged by molar mass (rising): part of the list above
SMILES | RNase H inhibition
COc1ccccc1CNC(=O)c1ccc(Cl)cc1 | 34%
Cc1ccc(S(=O)(=O)NCCOc2ccccc2)cc1[N+](=O)[O-] | 0%
COc1cc([N+](=O)[O-])ccc1NC(=O)COc1ccccc1Cl | 28%
Cc1ccc(NC(=S)Nc2c(C)n(C)n(-c3ccccc3)c2=O)cc1 | 0%

# More results.
SMILES | RNase H inhibition
CCCCCCc1ccc(-c2ncc(-c3ccc(Br)cc3)cn2)cc1 | 5%
CCCCCCCCS(=O)(=O)CCN | 0%
CN1C(=O)C(=Cc2ccc(-c3ccc(Br)cc3)o2)C(=O)N(C)C1=S | 25%
COc1ccc(CC(=O)Nc2ccc(Cl)c(C(F)(F)F)c2)cc1OC | 0%
Cn1nnnc1SCC(=O)Nc1ccc2c(c1)oc1ccccc12 | 9%
CCCC(C)C(=O)Nc1cc(Cl)ccc1Cl (centres undefined) | 12%
CC1Cn2c(nc3sc4c(c3c2=O)CC(C)(C)OC4)N1CCO (centres undefined) | 9%
CCCCOC(=O)COc1cc2oc(=O)c3c(c2cc1Cl)CCC3 | 27%
O=C(CCSc1ccc(Cl)cc1)NCCc1ccccc1 | 0%
CCOc1ccc(-c2cc(C(=O)O)c3ccccc3n2)cc1OCC | 4%
COc1cc(OC)cc(C(=O)NCCC2=CCCCC2)c1 | 0%
CN1CCN(Cn2c(O)c(N=NC(=O)c3ccncc3)c3cc(Br)ccc32)CC1 | 0%
Cc1cc(/C=N/n2cnnc2)c(O)c([N+](=O)[O-])c1 | 15%
COc1cc(/C=C2\C(=O)NN(c3ccccc3)C2=O)ccc1OCCOc1ccc(C)cc1C | 11%
COc1ccc(C(=O)N2CCN(C)CC2)cc1[N+](=O)[O-] | 12%
CCOC(=O)c1ccc(NC(=S)NC(=O)c2cccc(F)c2)cc1 | 36%
COc1cccc(C2CC(=O)Nc3c2ccc2ccccc32)c1OC (centres undefined) | 8%
CCOc1ccccc1NC(=O)c1ccccc1 | 8%
COc1cccc(/C=N/Nc2nnc(-c3ccccc3)c(-c3ccccc3)n2)c1O | 6%
COc1cc2ccccc2cc1C(=O)NC(=S)Nc1cccc(Cl)c1Cl | 21%
N/C(Cc1ccc([N+](=O)[O-])cc1)=N\OC(=O)c1ccc(Br)cc1 | 10%
O=C(NCC1CCCO1)c1ccccc1 (centres undefined) | 0%
O=C(O)c1ccc(-c2ccc(/C=C3\SC(=S)N(c4cccc(C(F)(F)F)c4)C3=O)o2)cc1 | 24%
Cc1[nH]nc2c1C(c1c(Cl)cccc1Cl)C(C#N)=C(N)O2 (centres undefined) | 0%
CC(C)Cc1cc(-c2ccccc2)c(C#N)c(N)n1 | 0%
CSC1=NC(c2cccc([N+](=O)[O-])c2)C(C(=O)OC(C)C)=C(C)N1 (centres undefined) | 5%
N#Cc1cccc(NC(=O)CCCCC(=O)Nc2cccc(C#N)c2)c1 | 0%
CC(C)c1ccc(S(=O)(=O)NC(C)(C)C)cc1 | 0%
O=C(C(c1ccccc1)c1ccccc1)N1CCN(c2ccc([N+](=O)[O-])cc2)CC1 | 6%
COc1cc(OC)c([N+](=O)[O-])cc1/C=C1/C(=O)NC(=S)N(c2cccc(Br)c2)C1=O | 1%

# 4 of the compounds above, as labelled records:
canonical_smiles: O=C(NCC1CCCO1)c1ccccc1 (centres undefined)
  RNase H inhibition: 0%
canonical_smiles: O=C(O)c1ccc(-c2ccc(/C=C3\SC(=S)N(c4cccc(C(F)(F)F)c4)C3=O)o2)cc1
  RNase H inhibition: 24%
canonical_smiles: Cc1[nH]nc2c1C(c1c(Cl)cccc1Cl)C(C#N)=C(N)O2 (centres undefined)
  RNase H inhibition: 0%
canonical_smiles: CC(C)Cc1cc(-c2ccccc2)c(C#N)c(N)n1
  RNase H inhibition: 0%

# (more compounds)
SMILES | RNase H inhibition
O=C(NC(=S)Nc1ccc(SC(F)F)cc1)c1cccs1 | 5%
CCc1cc2c(C)cc(=O)oc2cc1OC(C)=O | 0%
CC(/C=C1\SC(=O)N(CC(=O)Nc2c(C)n(C)n(-c3ccccc3)c2=O)C1=O)=C\c1ccccc1 | 12%
O=C(/C=C/c1ccc(Cl)cc1Cl)Nc1ccc(NC(=O)c2ccccc2)cc1 | 47%
COc1cc2c(cc1NC(=O)COc1ccc(Cl)cc1C)oc1ccccc12 | 6%
O=C(CC1S\C(=N/N=C/C=C/c2ccccc2)NC1=O)Nc1ccc(Cl)cc1 (centres undefined) | 8%
Cc1ccccc1-n1c(O)c(/C=C2\C=Nc3ccccc32)c(=O)n(-c2ccccc2C)c1=S | 13%
CCN1CCN(CC(=O)N/N=C/c2ccc(C(C)C)cc2)CC1 | 8%
Cc1ccc(N2C(=O)NC(=O)/C(=C\c3ccc(-c4cccc([N+](=O)[O-])c4)o3)C2=O)cc1C | 15%
C=CCOc1c(Br)cc(/C=c2\sc3n(c2=O)C(c2ccccc2)C(C(=O)OCC)=C(C)N=3)cc1Br (centres undefined) | 0%
CN1CCN(C(=O)CN2C(=O)/C(=C/c3ccccc3)SC2=S)CC1 | 13%
CCOC(=O)C1=C(C)N=c2s/c(=C/c3ccc(-c4cccc(C(F)(F)F)c4)o3)c(=O)n2C1c1ccccc1 (centres undefined) | 10%
O=C(Nc1ccc(-c2nnc(-c3ccccc3)o2)cc1)c1ccc(Cl)cc1 | 34%
O=S(=O)(c1ccc(F)cc1)N1CCN(C(c2ccccc2)c2ccccc2)CC1 | 2%
COc1cc(C2NC(=O)N(C)C(C)=C2C(=O)OCC(C)C)cc(Br)c1O (centres undefined) | 7%
COC(=O)c1ccc(N2C(=O)C3C4C=CC(C5CC45)C3C2=O)cc1 (centres undefined) | 3%
Cc1ccc(N=Cc2cc([N+](=O)[O-])ccc2Cl)c(O)c1 | 9%
C/C(=N\NC(=O)CCC(=O)Nc1ccc(I)cc1)c1ccc(Br)cc1 | 12%
CCCN(CCC)c1ccc(/C=N/NC(=O)Cc2cccc3ccccc23)cc1 | 20%
Cc1ccc(NC(=O)C(=O)NCCN2CCN(C(=O)c3ccccc3[N+](=O)[O-])CC2)cc1 | 3%
Cc1cccc(N(CC(O)CN2C(=O)NC(C)(C)C2=O)S(=O)(=O)c2ccccc2)c1 (centres undefined) | 13%
COc1ccccc1C(=O)NC(=S)Nc1cccc(-c2nc3cc(Cl)ccc3o2)c1C | 24%
CC(=O)N1c2ccc3ccccc3c2C(C)CC12CCCCC2 (centres undefined) | 13%
Cc1ccc(C)c(OCC(=O)N/N=C/C=N/NC(=O)COc2cc(C)ccc2C)c1 | 2%
CCOc1ccccc1/C=N\Nc1nccs1 | 22%
CCOc1ccc(N(CC(=O)Nc2ccc(OC)cc2OC)S(=O)(=O)c2ccc(C)cc2)cc1 | 11%
CCc1cc(OCCOCCN(C)CCO)ccc1Cl | 3%
O=C1CC(=O)NC(SCC(=O)Nc2nc3ccccc3s2)=N1 | 0%
Cc1cc(C)c(NC(=O)c2ccc(Br)o2)c(C)c1 | 11%
Nc1cccc(C(=O)Nc2ccccc2)c1 | 0%
COc1ccc(O)c(/C=C2/SC(=S)N(c3cccc(Cl)c3)C2=O)c1 | 8%
O=C(N/N=C/c1ccc(Br)cc1)c1cc(C23CC4CC(CC(C4)C2)C3)[nH]n1 | 11%
CCCOC(=O)C1=C(C)NC(=O)NC1c1ccc(Cl)cc1Cl (centres undefined) | 12%
Clc1ccc(CN2CCN(C3CCCC3)CC2)cc1 | 3%
O=C(Nc1ccc(Cl)cc1)N1CCN(c2cccc(Cl)c2)CC1 | 13%
COc1cc(/C=C2/SC(=S)N(c3ccccc3)C2=O)ccc1OCCCOc1ccccc1 | 12%
COc1ccccc1N1C(=N)S/C(=C/c2ccc(N(C)C)cc2)C1=O | 37%
O=C1/C(=C\c2cccc(C(F)(F)F)c2)SC(=S)N1c1ccccc1 | 1%
Cc1ccc(Sc2cc(Sc3ccc(C)cc3)c3noc4c3c2C(=O)c2ccccc2-4)cc1 | 8%
CC(C)(C)c1ccc(C(=O)Nc2sc3c(c2C(N)=O)CCCCCC3)cc1 | 0%
CN(Cc1ccccc1)C(=O)c1cccs1 | 11%
COc1cc(OC)cc(C2c3[nH]c4ccccc4c3CCN2C(C)=O)c1 (centres undefined) | 0%
COc1cc(/C=N/Nc2ccc(C)cc2C)c([N+](=O)[O-])cc1OC | 6%
O=C(Nc1ccc(NC(=O)c2sc3ccccc3c2Cl)cc1)c1ccccc1 | 53%*
Cc1cc(Cl)ccc1OCC(=O)Nc1ccc(OC(F)(F)F)cc1 | 8%
O=C(COc1ccccc1)N1N=C(c2ccc(Cl)cc2)CC1(O)C(F)(F)F (centres undefined) | 21%
Cc1cccc(N2C(=O)CC(N3CCN(c4cccc(Cl)c4)CC3)C2=O)c1 (centres undefined) | 3%
Cc1cc(C)c(/C=N/n2cnnc2)cc1C | 12%
Cc1sc(Nc2ccc(Cl)cc2)nc1-c1ccccc1 | 5%
C=CCOc1ccccc1CN1CCCCC1C(=O)OCC (centres undefined) | 4%
CCOC(=O)C1=C(C)N=c2s/c(=C\c3ccc(OC)c(OC)c3)c(=O)n2C1c1ccc(OC)c(OC)c1 (centres undefined) | 13%
Cc1cccc(C(=O)NCC2CCCO2)c1 (centres undefined) | 0%
CC(C)C(=O)NC(N(C)Cc1ccccc1)C(Cl)(Cl)Cl (centres undefined) | 2%
COc1ccccc1C(=O)Nc1ccc(I)cc1Cl | 8%
CCC(=O)Nc1ccc(S(=O)(=O)N2CCCCCC2)cc1 | 1%
Cc1c(NC(=O)c2ccccc2)cccc1-c1nc2ncccc2o1 | 9%
COc1ccc(NC(=O)CSc2nc(-c3ccccc3)c(-c3ccccc3)o2)cc1 | 14%
CCOc1ccccc1/C=N/NC(=O)CC1C(=O)NN=C1C (centres undefined) | 3%
CCn1c(SCC(O)Cn2c3ccccc3c3ccccc32)nnc1-c1ccc(OC)cc1 (centres undefined) | 18%
O=C(Nc1cccc2nsnc12)c1ccc(Br)o1 | 4%

# More results follow.
SMILES | RNase H inhibition
O=Cc1cc(Cl)c(OCC(=O)O)c(Cl)c1 | 12%
c1cncc(-c2nc(N3CCOCC3)c3ccccc3n2)c1 | 14%
O=C(Nc1nnc(C23CC4CC(CC(C4)C2)C3)s1)c1cccs1 | 9%
CC(=O)N1c2ccccc2Sc2ccccc21 | 14%
O=C(/C=C/Nc1ccccc1I)c1ccccn1 | 6%
Cc1ccc(-c2cc(NC(=O)COc3ccccc3)n[nH]2)cc1 | 9%
Cc1cccc(NC(=O)/C(C#N)=C/c2ccc(-c3ccccc3[N+](=O)[O-])o2)c1 | 14%
O=C1NC(=S)N(c2cccc(Cl)c2)C(=O)/C1=C/c1ccc(-c2ccc(F)cc2)o1 | 9%
O=C(Nc1ccccc1I)C1CC(=O)N(c2ccc(Br)cc2)C1 (centres undefined) | 6%
COc1ccc(S(=O)(=O)N(CCc2ccccc2)CC(=O)Nc2ccccc2Br)cc1 | 14%
Cc1ccc(N2CC(C(=O)Nc3ccc(C)c(C)c3)CC2=O)cc1 (centres undefined) | 14%
CC(C)(C)c1ccc(C(=O)Nc2ccc(NC(=O)COc3ccccc3Cl)cc2)cc1 | 4%
